MKP-3 inhibition = MKP-3 phosphatase inhibitors, primary screen, biochemical, rat enzyme, in vitro (AID 425). recombinant MKP-3 phosphatase activity, fluorescence; higher % means a stronger effect. inhibition, % at 20 µM, or IC50 in µM where a hit was titrated. 110,000 compounds, 0.17% hits; in the data active means inhibition above about 50%;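 further: plate controls were vehicle for no effect and reference inhibitor for full effect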
Hsp70 displacement = Hsp70 inhibitors, probe displacement, primary screen, biochemical, fluorescence polarization (AID 583); Hsp70 fluorescence polarization probe displacement, mP; higher % means a stronger effect; displacement, % at 20 µM; hits with a dose series show IC50 in µM; 140,000 compounds, 0.06% hits; in the data active means displacement above about 50%;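 further: plate controls were vehicle for no effect and reference ligand for full effect; a part of the inactive calls stands beside numbers as strong as those of hits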
* = called active by the depositor; . = no result given; & = joins results of further samples. Some of the compounds tested; rates above refer to the full screens.

SMILES	MKP-3 inhibition	Hsp70 displacement
Cc1csc(NC(=O)CCC2CCCC2)n1	2.3%	-1.0%
O=C(C1CCCN(Cc2ccccc2)C1)N1CCc2ccccc2C1 (configuration not stated)	.	1.6%
COc1cc2ccccc2cc1C(=O)Nc1ccc(N2CCOCC2)cc1	1.4%	-5.5%
CC(C)CCSc1ncnc2c1oc1nc3c(cc12)COC(C)(C)C3	.	1.1%
Cc1csc(NC(=O)CCc2ccc(S(=O)(=O)N3CCOCC3)cc2)n1	.	3.2%
Cc1ccc(S(=O)(=O)N(CC(O)CN(C)C)c2ccccc2)cc1 (configuration not stated)	-3.9%	.
COc1ccccc1NS(=O)(=O)CC12CCC(CC1=O)C2(C)C (configuration not stated)	1.9%	-4.6%
CC1(C)CC(=O)CC(C2(O)C(=O)N(Cc3ccccc3)c3ccccc32)O1 (configuration not stated)	1.2%	4.7%
Cc1ccc(N2C(=O)C(c3c(C)[nH]n(-c4ccccc4)c3=O)(C(F)(F)F)C3=C2CC(C)(C)CC3=O)cc1 (configuration not stated)	.	2.8%
NS(=O)(=O)c1ccc2c(c1)C(=O)c1cc(S(N)(=O)=O)ccc1-2	-0.5%	-5.7%
CN(C)CCNC(=O)c1ccc(CS(=O)(=O)c2c(Cl)cccc2Cl)o1	2.5%	-3.2%
COc1ccc(CCNC(=O)c2c(-c3ccccc3)noc2C)cc1OC	-17.9%	7.0%
CCOc1ccc(Nc2ncnc3c2cnn3Cc2ccccc2)cc1	.	5.9%
CCOC(=O)N1CCN(C(=O)C2CCCN(c3nc4ccc(OCC)cc4s3)C2)CC1 (configuration not stated)	-9.2%	0.8%
Cn1nc(CC(=O)Nc2ccc3c(c2)OCCO3)c2ccccc2c1=O	-1.4%	-2.1%

5 entries drawn at random from those above, as already listed:
SMILES	MKP-3 inhibition	Hsp70 displacement
CCOc1ccc(Nc2ncnc3c2cnn3Cc2ccccc2)cc1	.	5.9%
Cc1csc(NC(=O)CCc2ccc(S(=O)(=O)N3CCOCC3)cc2)n1	.	3.2%
Cc1csc(NC(=O)CCC2CCCC2)n1	2.3%	-1.0%
CN(C)CCNC(=O)c1ccc(CS(=O)(=O)c2c(Cl)cccc2Cl)o1	2.5%	-3.2%
CC1(C)CC(=O)CC(C2(O)C(=O)N(Cc3ccccc3)c3ccccc32)O1 (configuration not stated)	1.2%	4.7%

Following part.
SMILES	MKP-3 inhibition	Hsp70 displacement
Cc1cc(NC(=O)CSc2nc3c(c(-c4cccnc4)c2C#N)CCC3)no1	8.9%	4.7%
O=C(O)C1CCCN1S(=O)(=O)c1ccccc1 (configuration not stated)	.	-2.0%
COc1ccc(C(=O)/C=C/Nc2ccccc2NS(=O)(=O)c2ccc([N+](=O)[O-])cc2)cc1OC	2.9%	-2.8%
COc1ccc2c(c1)c1ncn(CCc3ccccc3)c(=O)c1n2C	.	-4.6%
COCCNC(=O)c1ccc(CN(c2cccc(Cl)c2)S(=O)(=O)c2ccc(C)cc2)cc1	2.5%	1.3%
COc1ccc(OC)c(NC(=O)Nc2ccc(Cl)cc2)c1	.	2.8%
Cc1cc(/C=N/NC(=O)c2ccc(CN3CCOCC3)cc2)c(C)n1-c1ccccc1	1.0%	-4.1%
Cc1ccccc1NC(=O)c1cc(S(=O)(=O)N2CCOCC2)cs1	.	1.6%
CCCOc1ccc(N2C(=O)CC(N3CCN(c4cccc(C(F)(F)F)c4)CC3)C2=O)cc1 (configuration not stated)	-0.4%	2.4%
CCCCC(CC)C(=O)Nc1ccccc1C#N (configuration not stated)	5.7%	-0.6%
Cc1ccc(C(=O)c2ccc(N3CCOCC3)c(F)c2)cc1	.	-16.3%
CC1=C(C(=O)OCc2ccccc2)C(c2cccc(Br)c2)C2=C(CC(C)(C)CC2=O)N1 (configuration not stated)	6.7%	0.2%
CCCCNc1cc(=O)n(C)c(=O)n1C	-3.0%&3.4%	2.0%&-2.5%
COc1ccc(C(=O)N2c3cc4c(cc3C(C)=CC2(C)C)OCO4)cc1	-9.9%	0.5%
Cc1csc(NC(=O)CNC(=O)OCc2ccccc2)n1	-12.6%	-4.4%
O=C(COc1ncnc2sccc12)Nc1ccc2c(c1)OCCO2	-10.0%	-3.6%
S=C1N(c2ccccc2)C(c2ccccc2)N2CCCN12 (configuration not stated)	.	3.5%
CC(C)OC(=O)c1cc2c(ccn2C)n1CC(=O)N1CCC(Cc2ccccc2)CC1	.	5.2%
CC1(C)C(N(O)C(=O)Nc2ccc(Cl)cc2)N(c2ccc(Cl)cc2)C(=O)N1CC(=O)NN (configuration not stated)	.	1.0%
CC(C)C(=O)NCCc1nc2ccccc2n1C	-3.3%	-3.7%
COc1ccccc1C(=O)Nc1cccc(C(C)=O)c1	-0.7%	-1.1%
C=CCNC(=O)CSc1nnc(-c2ccncc2)n1CCc1ccccc1	.	-3.2%
CC(=O)Nc1ccc2oc(-c3ccc4nc(NC(C)=O)sc4c3)nc2c1	-0.8%	3.3%
O=C(CSc1n[nH]c(-c2ccncc2)n1)NCCc1ccccc1	-11.6%	-7.8%
C=CCNC(=O)c1ccccc1Cl	-0.7%	.
COc1ccc(C2CC(C(F)(F)F)n3nc(C(=O)N4CCSCC4)cc3N2)cc1 (configuration not stated)	-1.1%	-1.2%
COc1ccc(CCNC(=O)C(=O)NCc2ccncc2)cc1	2.5%	-0.7%
CCN1/C(=C/C(C)=O)Sc2ccc(OC)cc21	-8.2%	0.9%
N#Cc1ccc(COC(=O)Cn2nnc(-c3ccccc3)n2)cc1	-6.9%	2.1%
COc1ccc(N2C(=O)/C(=C\c3ccc(-c4ccccc4Cl)o3)SC2=S)cc1	3.3%	-2.0%

The last 2 records of the section before lead into the next.
SMILES	MKP-3 inhibition	Hsp70 displacement
N#Cc1ccc(COC(=O)Cn2nnc(-c3ccccc3)n2)cc1	-6.9%	2.1%
COc1ccc(N2C(=O)/C(=C\c3ccc(-c4ccccc4Cl)o3)SC2=S)cc1	3.3%	-2.0%
COc1ccc(Cl)cc1C(=O)n1nc(C)cc1C	-7.9%	-1.3%
COc1ccccc1CNC(=O)/C=C/c1ccc(Cl)cc1Cl	0.4%	-3.9%
CC(C)Cc1nnc(NC(=O)CCC(=O)Nc2ccc(F)cc2)s1	.	-0.1%
COc1ccc(-c2noc(CN(C)S(=O)(=O)c3ccc(C)cc3)n2)cc1	-13.1%	-1.0%
COc1ccccc1OCC(O)Cn1c(=N)n(CCN2CCCCC2)c2ccccc21 (configuration not stated)	.	1.6%
Cc1ccc(Cl)cc1NS(=O)(=O)c1c(C)[nH]c(=O)[nH]c1=O	6.7%	-1.4%
Cc1cccc(NC(=O)CC2Nc3ccccc3NC2=O)c1 (configuration not stated)	1.8%	-3.3%
Cn1c(CSCc2ccccc2Cl)nnc1SCC(=O)Nc1nccs1	-14.1%	2.2%
COc1cc(C(=O)Nc2cc(Cl)ccc2C)c([N+](=O)[O-])cc1OC	-2.5%	-2.5%
CCC(C)c1ccc(OCCOc2c(Cl)cc(/C=N/n3cnnc3)cc2OC)cc1 (configuration not stated)	4.2%	1.1%
COc1cccc(Nc2nc(N)nc(-c3oc4ccccc4c3C)n2)c1	.	-5.1%
Cc1ccc(S(=O)(=O)/C(C#N)=C/c2c(N3CCOCC3)nc3ccccn3c2=O)cc1	.	-1.2%
Cc1nn(C(=O)CN2C(=O)c3ccccc3C2=O)c(C)c1Br	-10.5%&1.5%	3.9%&2.6%
Cc1onc(-c2ccccc2Cl)c1C(=O)N1C(C)CCCC1C (configuration not stated)	2.2%	0.1%
CCOC(=O)c1cnc(SCC(=O)N2CCN(c3ccccc3)CC2)nc1N	-13.2%	7.5%
CC(=O)C1=C(C)NC(SCC(=O)c2ccc(Cl)cc2)=C(C#N)C1c1ccco1 (configuration not stated)	-2.5%	-5.3%
Cn1c(-c2ccco2)nc2c3ccccc3ccc21	4.5%	-4.4%
Cc1ccc(C(=O)NNC(=O)Cc2ccccc2)cc1	.	1.5%
CC(C)OC(=O)Cn1c(=O)sc2ccccc21	-3.0%	-1.8%
CCN(CC)CCN1C(=O)C(O)=C(C(=O)c2cccs2)C1c1ccc(C)o1 (configuration not stated)	-1.6%	-2.0%
Cc1ccc(-n2ncc(C(=O)O)c2C2CCN(C(=O)OC(C)(C)C)CC2)cc1	-0.7%	-3.7%
O=C(Cc1ccc(Cl)cc1)Nc1ccc(Cl)cc1C(=O)O	-0.7%	3.1%
CCCCSc1nnc2c(n1)OC(c1ccc(O)cc1)Nc1ccccc1-2 (configuration not stated)	-0.2%	-2.4%
c1ccc(Cn2nnc3c(N4CCOCC4)ncnc32)cc1	-3.7%	0.5%
CCOC(=O)C1=NN(c2cccc(C)c2)C2(S1)SC(C(C)=O)=C(C)N2c1ccccc1 (configuration not stated)	.	7.3%
Cc1cc(Cl)ccc1OCC(=O)NNC(=O)c1ccc2ccccc2c1O	2.8%	0.0%
COc1ccc(/C=C/C(=O)O)cc1S(=O)(=O)NCCCO	0.1%	3.4%
CCOc1ccc(-c2csc(/C(C#N)=C\Nc3cc(OC)ccc3OC)n2)cc1	4.9%	-26.3%
Cc1ccc(Cn2nnc3c(=O)[nH]c(C4CCN(S(=O)(=O)c5ccc(C)cc5)CC4)nc32)cc1	-0.5%	-1.3%
O=C(NC(Cc1c[nH]c2ccccc12)c1nnc2n1CCCCC2)c1ccccc1 (configuration not stated)	.	-5.5%
COC(=O)C1=C(N)OC2=C(C(=O)CC(C)(C)C2)C1c1cccs1 (configuration not stated)	-8.7%	4.3%
Cc1[nH]c(C)c(C(=O)O)c1CNC1CCCCC1C (configuration not stated)	6.2%	-1.7%
Cc1ccc(-c2nc3ccccc3[nH]2)s1	-7.7%&2.1%	5.0%&0.9%
O=S(=O)(NC1CCCCCCC1)c1cccs1	-7.7%	-1.0%
O=C1CN=C(Nc2ccccc2)N1Cc1cccs1	.	0.4%
CS(=O)(=O)N(CC(=O)NC1CCCCC1)c1ccc(Oc2ccccc2)cc1	0.2%	1.3%
Cc1cccc(NS(=O)(=O)c2ccc(Oc3ccccc3)cc2)n1	-6.5%	-0.9%
CC1(C)Cc2c(sc3c2c(=N)n(Cc2ccco2)c(=O)n3Cc2ccccc2)CO1	-8.3%	-0.5%
Cc1cc(N[C@@H]2O[C@@H](C)[C@H](O)[C@@H](O)[C@H]2O)c([N+](=O)[O-])cc1C	1.2%	-0.2%
C/C(=C\COc1cc(=O)[nH]c2ccccc12)CCC(O)C(C)(C)O (configuration not stated)	-4.0%	2.8%
CCCCC(CC)CNC(=O)CCS(=O)(=O)c1cccc2nonc12 (configuration not stated)	0.6%	-1.3%
CC(O)c1nc2ccccc2n1Cc1nnc(-c2ccc(Cl)cc2)o1 (configuration not stated)	-3.6%	-8.4%
CCCOc1ccc(/C(O)=C2/C(=O)C(=O)N(CCN3CCOCC3)C2c2ccccc2)cc1 (configuration not stated)	-1.7%	-2.6%
C=CCN1C(=O)/C(=C\c2ccc(OCc3ccc(Cl)cc3)cc2)SC1=S	-0.4%	-1.4%
CCc1nc2ccccc2c(=O)n1NC(=O)c1c(O)c2cccc3c2n(c1=O)CCC3	-3.3%	-4.3%
O=C(CCc1ccccc1)Nc1cccc(Cl)c1	-2.2%	-1.3%
CC1CC(C)CN(S(=O)(=O)c2cccc3cccnc23)C1 (configuration not stated)	-0.8%	-1.9%
CCOc1c(Br)cc(/C=C2/C(=O)N(c3ccccc3)N=C2C)cc1OC	3.4%	-4.1%
CCOc1ccc2oc(-c3ccccc3)c(C(=O)O)c2c1	-2.3%&-0.2%	-1.5%&-4.9%
CCOc1ccc(CNC(=O)C2CCC(=O)N2C2CCCC2)cc1OC (configuration not stated)	-10.7%	1.1%
Cc1ccc(NC(=O)N(Cc2ccc3c(c2)OCO3)Cc2cc3cc4c(cc3[nH]c2=O)OCCO4)cc1	-5.1%	5.9%
CCn1c(SCC(=O)N2CCc3ccccc32)nnc1-c1c[nH]c2ccccc12	-1.5%	0.0%
Cc1ccc(/C=N/Nc2nc(Cl)c(Cl)cc2Cl)s1	.	0.2%
COc1ccc(Cl)cc1-n1c(C)cc(C(=O)O)c1C	5.8%	0.8%
c1cncc(CNC2CCCc3ccccc32)c1 (configuration not stated)	1.3%	7.1%
CCCCNC(=O)c1ccc2nc(-c3ccco3)c(-c3ccco3)nc2c1	12.5%	17.2%
COc1ccc(COC(=O)C2=C(C)NC3=C(C(=O)CC(C)(C)C3)C2c2cccs2)cc1 (configuration not stated)	5.4%	0.4%
NC(=O)C1CCN(C(=O)CN2C(=O)c3ccccc3S2(=O)=O)CC1	-10.9%	1.9%
CC1(C)CC(=O)C2=C(C1)N(c1ccccc1)C1=C(C2)C(=O)CC(C)(C)C1	-1.5%	8.5%
CS(=O)(=O)N(CC(=O)N1CCOCC1)c1ccccc1Br	2.8%	-2.5%
Going on with the list.
SMILES	MKP-3 inhibition	Hsp70 displacement
Cc1nnc(SCC(=O)Nn2cnnc2)s1	-7.8%	4.9%
O=C(Nc1ccc(-c2cn3ccsc3n2)cc1)C1CC1	-6.3%	1.7%
CCOc1cc2c3c(c1)C1(C(=O)N3C(C)(C)C=C2C)C(C#N)=C(N)Oc2cc(O)ccc21 (configuration not stated)	-14.8%	3.1%
CC(C)(C)NC(=O)c1ccncc1	.	7.8%
Cn1c(SCC(=O)N2CCCCCC2)nc2c([nH]c3ccccc32)c1=O	1.8%	-1.1%
CCC(=O)Nc1nnc(CSCc2ccc(F)cc2)s1	.	-0.1%
Cc1cccc(Cc2c(C)nc3c(C(=O)N4CCN(Cc5ccc6c(c5)OCO6)CC4)cnn3c2C)c1	.	-6.8%
O=c1c2cnn(-c3ccccc3)c2ncn1Cc1cccnc1	7.9%	-2.2%
COc1ccc(CNC(=O)CSc2nnnn2-c2ccc(O)cc2)cc1	-3.9%	-0.3%

Copied from above, 2 compounds:
SMILES	MKP-3 inhibition	Hsp70 displacement
O=c1c2cnn(-c3ccccc3)c2ncn1Cc1cccnc1	7.9%	-2.2%
COc1ccc(CNC(=O)CSc2nnnn2-c2ccc(O)cc2)cc1	-3.9%	-0.3%

Compound activity deposited in PubChem by Sanford-Burnham Center for Chemical Genomics.
